Screens from PubChem BioAssay.
CHRM1 antagonist: antagonists of human M1 muscarinic receptor; inhibition, % at 3 µM; CHO-K1 hM1, Fluo-8 calcium fluorescence, ACh EC80 antagonist; AID 588852; 360,000 compounds, 1.3% hits; P11229;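 active means percent inhibition above its own plate's cutoff, namely the mean of that plate's compound wells plus 3 SD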;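 further: peak over basal fluorescence ratio during 140 s after agonist addition; 0% = ACh EC80 plus DMSO and 100% = DMSO alone without agonist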
Target sequence (P11229 whole entry, looked up): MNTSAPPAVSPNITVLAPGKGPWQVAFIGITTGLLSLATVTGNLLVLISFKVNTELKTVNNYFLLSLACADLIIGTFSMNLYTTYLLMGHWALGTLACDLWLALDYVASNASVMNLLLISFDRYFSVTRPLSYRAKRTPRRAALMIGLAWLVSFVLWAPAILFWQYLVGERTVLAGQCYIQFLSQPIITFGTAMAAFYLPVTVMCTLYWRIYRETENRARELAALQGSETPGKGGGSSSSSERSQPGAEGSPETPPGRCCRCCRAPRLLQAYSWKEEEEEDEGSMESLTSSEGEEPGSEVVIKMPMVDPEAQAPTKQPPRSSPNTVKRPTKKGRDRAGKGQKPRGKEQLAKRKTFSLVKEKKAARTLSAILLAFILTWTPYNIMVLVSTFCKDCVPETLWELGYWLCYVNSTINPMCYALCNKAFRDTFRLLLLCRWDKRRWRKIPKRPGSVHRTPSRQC
M1 ag: agonists of human M1 muscarinic receptor; P11229; CHO-K1 hM1, Fluo-8 calcium fluorescence, agonist mode; 0% DMSO, 100% acetylcholine EC100; activation, % at 3 µM; 360,000 compounds, 0.33% hits;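 active means activation above the run's mean compound activation plus 3 SD, cut at about 16% in these data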;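 further: peak over basal fluorescence ratio within a 140 s kinetic read after compound addition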
CHO-K1 Ca PAM: counter-screen for M1 PAMs: effect in parental CHO-K1 cells; ATP EC20, Fluo-8 calcium fluorescence; 0% at ATP EC20, 100% at ATP max; 360,000 compounds, 0.02% hits; activation, % at 3 µM;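 active means activation above the run cutoff, the mean activation of all test compounds plus 3 SD, cut at about 40% in these data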;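 further: peak over basal fluorescence ratio in a 140 s read after ATP addition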
TAAR1 antagonist: antagonists of human TAAR1. CHO RD-HGA16 TAAR1, Fluo-8 calcium fluorescence, antagonist. inhibition, % at 3 µM. 360,000 compounds, 1.5% hits. AID 624466;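 active means inhibition above a per-plate cutoff, the mean inhibition of test compounds on that plate plus 3 SD, cut at about 49% in these data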;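 further: 0% = DMSO plus EC80 beta-PEA response and 100% = DMSO alone without agonist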
Target sequence (Q96RJ0 whole entry, looked up): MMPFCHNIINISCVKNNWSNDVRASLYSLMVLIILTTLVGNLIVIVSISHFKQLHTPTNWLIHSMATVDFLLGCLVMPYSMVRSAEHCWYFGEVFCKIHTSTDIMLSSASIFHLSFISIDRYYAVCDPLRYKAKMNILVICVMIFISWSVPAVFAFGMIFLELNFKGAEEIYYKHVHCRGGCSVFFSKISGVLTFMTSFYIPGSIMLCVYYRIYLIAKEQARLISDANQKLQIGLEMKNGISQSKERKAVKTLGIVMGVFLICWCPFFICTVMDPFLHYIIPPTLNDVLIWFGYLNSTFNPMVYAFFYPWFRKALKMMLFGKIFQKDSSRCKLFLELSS
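Test system: hTAAR1-expressing CHO RD-HGA16 cells, Gα16-coupled; Probe or stimulus: EC80 β-phenethylamine stimulus; Compound dosing: single nominal final test compound concentration of 3 µM; Timing: 140 s kinetic read after compound, 140 s after agonist; Signal: Fluo-8 calcium-sensitive fluorescence; Measure: % inhibition of agonist calcium response; Controls: DMSO and EC80 PEA controls.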
CHRM1 PAM: potentiates human M1 receptor response to acetylcholine | P11229 | CHO-K1 hM1, Fluo-8 calcium fluorescence, ACh EC20; 0% = ACh EC20, 100% = maximal ACh | activation, % at 3 µM | 360,000 compounds, 0.088% hits | AID 588819; in the data active means activation above about 19%, passing the limit was not always enough
CHO-K1 Ca antag: nonselective inhibitor or artifact in parental CHO-K1 cells; inhibition, % at 3 µM; 360,000 compounds, 0.6% hits; ATP-induced calcium, Fluo-8 fluorescence; AID 602250;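 active means inhibition above a per-plate cutoff, the plate's mean sample inhibition plus 3 SD, cut at about 24% in these data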;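 further: 0% = DMSO plus EC80 ATP and 100% = DMSO alone without ATP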
M1 ag parental: M1 agonist counterscreen hit in parental CHO-K1 cells. Fluo-8 calcium fluorescence; scaled to maximal ATP response, vehicle zero. activation, % at 3 µM. 360,000 compounds, 0.48% hits. AID 602248; in the data active means activation above about 15%;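 further: untransfected CHO-K1 host cells lacking M1 receptor as counterscreen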
CHO parental Ca: counter-screen: ATP calcium response change in parental CHO cells; parental CHO-K1, ATP-induced calcium, Fluo-8 fluorescence; inhibition, % at 5.6 µM; 330,000 compounds, 0.63% hits;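 active means inhibition above that plate's mean sample inhibition plus 3 SD, cut at about 26% in these data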;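 further: 0% = ATP-challenged DMSO wells and 100% = DMSO wells without ATP; some compounds past the cut are filed as inactive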
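Test system: untransfected parental CHO cell line. Compound: one dose, 5.6 µM nominal. Detection: intracellular calcium via Fluo-8 no-wash fluorescent dye. Measure: % inhibition. Benchmarks: ATP-challenged DMSO wells low, unchallenged DMSO wells high.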
TAAR1 ag: human TAAR1 agonism. Q96RJ0. CHO RD-HGA16 TAAR1, Fluo-8 calcium fluorescence; vehicle wells 0%, saturating PEA agonist 100%. activation, % at 3 µM. 360,000 compounds, 0.99% hits;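 active means activation above the mean activation of all test compounds in the run plus 3 SD, cut at about 38% in these data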
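Assay system – CHO-derived RD-HGA16 cells with stable Gα16 and human TAAR1 · Compound dosing – one-point dosing at 3 µM (nominal) · Incubation – 17-24 h seeding, 75 min 37 °C dye, 30 min RT · Measured by – kinetic Fluo-8 calcium fluorescence · Control set – DMSO vehicle as 0%, PEA at EC100 as 100% · Repeats – single well for each compound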
Numbers without * were called inactive; nt = no result given.

SMILES	CHRM1 antagonist	M1 ag	CHO-K1 Ca PAM	TAAR1 antagonist	CHRM1 PAM	CHO-K1 Ca antag	M1 ag parental	CHO parental Ca	TAAR1 ag
CCCN(CCC)CCSc1nc(O)c(C(C)C)c(=O)[nH]1	-5	-6	15	5	6	3	7.6	0	9
NC(=O)c1nsc(C(=O)N(c2cccc(F)c2)C(C(=O)NCC2CCCO2)c2ccc3ncccc3c2)c1N (stereo unspecified)	1	-3	1	22	1	-11	3.2	-14	8
COc1ccc(S(=O)(=O)N2CCN(C)CC2c2ccccc2)cc1 (stereo unspecified)	-13	-2	8	13	8	-20	0.0	-17	8
NNC(=O)CC1=NNC(=O)C1	-14	0	18	-11	15	-6	-0.3	nt	1
Cc1ccc(C)c(S(=O)(=O)N2CCCOC2CNC(=O)C(=O)NCc2ccccc2)c1 (stereo unspecified)	-6	0	-14	5	6	-22	6.5	-15	3
O=C(Nc1ccc(N2CCCC2)cc1)c1ccccc1F	16	-9	-5	17	-11	-1	0.4	-8	7
CC(C)N1C(=O)NC2NC(=O)N(C(C)C)C21 (stereo unspecified)	4	-3	10	-3	-4	-12	0.6	nt	1
Cc1cnc(C(=O)OCc2nc3ccccc3o2)cn1	-8	3	-23	-28	15	3	-0.5	-4	9
Nc1cc(=O)n(Cc2ccco2)c(=S)[nH]1	-6	2	11	12	4	1	2.1	nt	1
C=C(C)Cn1c(-c2ccncc2)n[nH]c1=S	-4	0	10	-6	5	-8	1.2	0	1
CCC12CN3CCN(CC(C3)/C1=N\NC(=O)Nc1ccccc1)C2	2	-9	6	3	-3	-4	0.2	-7	0
CCN(CC(=O)N1CCCCCC1)S(=O)(=O)c1ccc(C)cc1	-13	-5	-13	-5	14	4	0.3	-6	7
CN1CCN(/N=C/c2c3ccccc3c(Cl)c3ccccc23)CC1	7	-8	9	-2	-3	-18	1.0	1	12
COc1ccc(N=C2S/C(=C\c3ccc(C)o3)C(=O)N2CC(C)C)cc1	-20	-3	5	15	11	-11	-0.2	-6	9
Cc1ccc(N2C(N)=NC(N)=NC2(C)C)c(C)c1	-19	-4	21	4	5	-7	0.9	-1	-1
COc1cc(Cn2nnc3ccccc32)ccc1O	-13	-2	-11	3	1	-1	0.5	-6	3
CCN(CC(=O)Nc1ccccc1C(F)(F)F)C(=O)C1CSC2(C)CCC(=O)N12 (stereo unspecified)	-18	-2	10	-22	4	2	1.5	-11	2
O=C(NC1CCCC1)C(c1ccncc1)N(C(=O)c1csnn1)C1CCCC1 (stereo unspecified)	-13	-3	18	15	10	-13	0.1	-1	0
Cc1c(CN(C)C(=O)C2CCC(=O)N(Cc3ccccc3F)C2)[nH]c2ccccc12 (stereo unspecified)	-6	2	13	-8	5	-8	2.2	nt	3
Cc1ccc(CN2CCN(CC(=O)NCc3ccc(Cl)cc3)C2=O)cc1	-28	-2	17	-4	0	-16	2.0	-8	2
Cc1ccc(OCCSCc2nc3ccccc3[nH]2)cc1	-9	-2	15	-8	6	1	2.4	-14	2
COc1ccc2cc(/C=N/NC(=O)c3ccc(CN(c4ccc(C)c(C)c4)S(C)(=O)=O)cc3)c(Cl)nc2c1	13	-4	-10	-15	-8	8	0.8	-14	2
CC(=O)Nc1c(Nc2ccccc2)c2ccccc2oc1=O	-4	-7	6	-10	12	18	15*	-10	3
Cc1ccc(C(=O)COC(=O)C(C)N2C(=O)C3C4CCC(C4)C3C2=O)cc1 (stereo unspecified)	-2	-2	-10	-2	4	-2	2.6	-1	0
COCC(=O)Nc1ccccc1-c1ccccc1	-12	-6	15	-37	9	-15	1.5	-11	1

(listing goes on)
SMILES	CHRM1 antagonist	M1 ag	CHO-K1 Ca PAM	TAAR1 antagonist	CHRM1 PAM	CHO-K1 Ca antag	M1 ag parental	CHO parental Ca	TAAR1 ag
Cc1cnc(CN(C)C(=O)C2CCC(=O)N(CCc3ccccc3)C2)[nH]1 (stereo unspecified)	1	-10	8	-15	5	1	0.1	-10	0
COc1cc(/C=N/N2CCN(c3ccccc3)CC2)cc(OC)c1OC(C)=O	-17	0	12	-17	12	-4	0.9	-31	4
S=C(Nc1ccc(Cl)cc1Cl)N1CCOCC1	-8	1	2	-1	10	-1	0.5	-12	4
O=C(NCc1cccs1)C(NS(=O)(=O)c1cccc2nsnc12)c1ccccc1 (stereo unspecified)	-4	-5	9	-23	2	-13	0.6	-18	0
Cc1ccc(C(=O)OCN2C(=O)c3ccccc3C2=O)o1	-6	1	-23	-3	6	3	-0.3	-10	0
O=S(=O)(c1cccc(-c2n[nH]c(=S)n2-c2ccccc2Cl)c1)N1CCOCC1	-5	-6	13	16	-5	-13	0.2	-4	5
O=S(=O)(c1ccccc1C(F)(F)F)N1CCOCC1	-5	0	18	12	7	-3	0.4	18	8
COc1ccc(NC(=O)Nc2cccc3c2O[C@H](CN(C)S(=O)(=O)c2ccc(F)cc2)[C@@H](C)CN([C@H](C)CO)C3=O)cc1	-3	-8	9	30	4	-8	1.1	-19	8
COc1cccc2sc(Nc3nnc(-c4ccccc4Cl)o3)nc12	-4	1	-9	-16	1	29*	-0.2	3	27
CC[C@@H](C(=O)n1nc(C)cc1C)[C@H](NS(=O)(=O)c1ccc(C)cc1)c1ccccc1	-8	-4	13	21	3	-11	-0.7	0	14
Cc1cc(C(=O)NNC(=O)CCC2CCCCC2)c(C)o1	-3	-11	10	-4	10	-11	0.8	5	10
Cc1ccc(/C=C2\Oc3c(ccc(O)c3CN3CCN(CCO)CC3)C2=O)cc1	5	0	-8	-3	8	16	0.2	-9	5
CCOC(=O)N1CCc2c(sc3nc(SC(C)C)n(N)c(=O)c23)C1	-5	1	18	-2	3	-6	7.5	-20	4
O=C(NC(Cc1ccccc1)c1nc2ccccc2[nH]1)C1CC(=O)N(c2ccc3c(c2)OCCO3)C1 (stereo unspecified)	-3	-4	8	-4	4	-5	0.2	-6	11
O=C(Nc1ccnn1C1CCN(Cc2ccccc2)CC1)C1CCOC1 (stereo unspecified)	4	-3	-14	-12	3	0	1.2	-9	0
CCOC(=O)COc1ccc(Cl)cc1C1NC(=O)NC(C)=C1C(C)=O (stereo unspecified)	-11	-1	17	1	13	-18	0.1	-7	6
COC(=O)C(C)C1Sc2ccccc2NC1=O (stereo unspecified)	-4	-3	19	-7	5	-9	1.5	-3	1
O=C(NCc1ccc2c(c1)OCO2)C1CCN(S(=O)(=O)c2ccc(Br)s2)CC1	-13	-5	-6	0	-1	15	2.1	5	9
CC(=O)N[C@@H](Cc1c[nH]c2ccccc12)C(=O)OCc1cc(C(F)(F)F)cc(C(F)(F)F)c1	-19	16	-12	1	7	15	0.8	-27	5
C[C@H](CO)N1C[C@H](C)[C@H](CN(C)C(=O)Nc2cccc(Oc3ccccn3)c2)OCc2cnnn2CCCC1=O	-6	-3	3	-29	-1	-3	0.0	nt	1
CCC1CCCCN1C(=O)C1CC(c2cc(Cl)c(OC)cc2OC)=NO1 (stereo unspecified)	0	-6	28	6	2	-12	3.0	-5	6
CC(NC(=O)C(C)N1c2cccc3cccc(c23)S1(=O)=O)c1ccccc1 (stereo unspecified)	10	-9	-6	3	-9	-18	1.1	-12	0
CSc1cccc(CN2CCN(Cc3ccc(F)c(F)c3)C(CCO)C2)c1 (stereo unspecified)	0	-13	21	10	-10	4	0.3	-8	1
O=C(NCc1ccco1)c1ccc(Br)s1	-6	-7	24	2	11	4	12	1	4
Cc1ccccc1NC(=O)COc1ccc(Br)cc1CNCCCO	-10	-5	5	-10	4	-3	0.3	6	0

(listing goes on)
SMILES	CHRM1 antagonist	M1 ag	CHO-K1 Ca PAM	TAAR1 antagonist	CHRM1 PAM	CHO-K1 Ca antag	M1 ag parental	CHO parental Ca	TAAR1 ag
O=C(CN1C(=O)/C(=C\c2cccc(Br)c2)Oc2ccccc21)NCC1CCCO1 (stereo unspecified)	-7	2	27	-9	10	-15	0.9	-23	-1
CCOC(=O)Nc1sc(NS(=O)(=O)c2ccc(C)cc2)nc1C	-8	-3	12	-14	5	-11	0.9	0	12
Cc1ccc(S(=O)(=O)N2CCCCC2)cc1NC(=O)CSc1nc(N)cc(=O)[nH]1	-7	-7	7	-11	3	-11	0.1	-8	7
COc1ccc(/C=N/NC(=O)Cn2nc([N+](=O)[O-])cc2C)c(OC)c1OC	-15	-2	16	-33	8	-6	1.2	-35	3
Cc1cc(C)n(CCNC(=O)[C@H]2O[C@@H](n3ccc(N)nc3=O)[C@H](O)[C@@H]2O)n1	-22	-3	25	-1	5	-12	1.5	nt	3
Cc1ccccc1CNc1nc(N)n(-c2ccccc2)n1	-6	-1	-10	-2	9	5	0.5	0	0
O=C(O)c1c2c(nc3ccc(S(=O)(=O)N4CCC(C(=O)N5CCCCC5)CC4)cc13)CCCC2	2	-2	22	-6	3	1	0.5	-10	2
O=C(NNC(=O)c1ccc(S(=O)(=O)N2CCCCC2)cc1)c1ccc(F)cc1	-8	-1	-6	2	2	-10	1.6	-7	6
CCOC(=O)c1c(NC(=O)COC(=O)c2cnccn2)sc(C)c1C	-6	-6	16	-15	5	-4	-0.6	-16	12
Cc1cc(C)n(-c2cc(N3CCN(S(=O)(=O)c4ccc5ccccc5c4)CC3)ccc2[N+](=O)[O-])n1	-25	-3	18	3	-1	-7	0.3	2	6
O=C(CNC(=O)c1ccc(Br)o1)NNC(=O)c1n[nH]c(=O)c2ccccc12	9	-2	-8	0	-1	-1	1.0	-2	2
CCN(CC(=O)NCc1ccc(Cl)cc1)C(=O)CSc1cc(C)ccc1C	-3	-5	11	-27	6	-13	0.6	-23	1
CCCc1cc(C(=O)Nc2c(C)n(C)n(-c3ccccc3)c2=O)no1	-2	-10	-15	-16	4	15	-0.4	-6	1
O=C(CSc1nnc(NC(=O)c2ccccc2F)s1)NCc1ccc(F)cc1	-13	-3	11	-1	10	-5	1.3	-5	-2
O=C(COC(=O)Cn1cnc2ccccc2c1=O)NCCC1=CCCCC1	-3	2	3	1	12	-1	-0.7	-14	15

Arranged by value in CHRM1 PAM (high to low): 4 from the list above
SMILES	CHRM1 PAM
CCOC(=O)c1c(NC(=O)COC(=O)c2cnccn2)sc(C)c1C	5
O=C(O)c1c2c(nc3ccc(S(=O)(=O)N4CCC(C(=O)N5CCCCC5)CC4)cc13)CCCC2	3
O=C(NNC(=O)c1ccc(S(=O)(=O)N2CCCCC2)cc1)c1ccc(F)cc1	2
O=C(CNC(=O)c1ccc(Br)o1)NNC(=O)c1n[nH]c(=O)c2ccccc12	-1

Compound profiles, from the list above:
`NNC(=O)CC1=NNC(=O)C1` as listed: CHRM1 antagonist = -14; M1 ag = 0; CHO-K1 Ca PAM = 18; TAAR1 antagonist = -11; CHRM1 PAM = 15; CHO-K1 Ca antag = -6; M1 ag parental = -0.3; CHO parental Ca = nt; TAAR1 ag = 1
`O=C(NC1CCCC1)C(c1ccncc1)N(C(=O)c1csnn1)C1CCCC1` (stereo unspecified) as listed: CHRM1 antagonist = -13; M1 ag = -3; CHO-K1 Ca PAM = 18; TAAR1 antagonist = 15; CHRM1 PAM = 10; CHO-K1 Ca antag = -13; M1 ag parental = 0.1; CHO parental Ca = -1; TAAR1 ag = 0
